# G9a inh – inhibitors of human histone lysine methyltransferase G9a; Q96KQ7; G9a H3K9 monomethylation, AlphaScreen, 2 h; Potency, µM (titrated, usually from 102 µM), inactives show at the top dose activity, negative = inhibition, usual class: inhibitors; hit rate 8.8% among 350,000; AID 504332; further: potency means the concentration at half of the fitted maximal effect; on the % scale 0 is the no-effect control and ±100 the full control effect; nearly all actives have a fitted effect of over 75% in size
#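 Chemiluminescent proximity detection of H3K9 monomethylation, read after 10 min bead incubation in the dark. Reaction: 20 nM G9a, 500 nM biotin-H3K9 peptide, 20 uM SAM cofactor, 2 h, room temperature, following 15 min enzyme-compound preincubation.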
# HP1b chromo inh – blocks HP1-beta chromodomain binding to methylated histone tails | P83916 | AlphaScreen HP1-beta / biotin-H3K9me3 peptide binding | Potency, µM (series often up to 114 µM), inactives show at the top dose activity change, negative = inhibition, usual class: inhibitors | hit rate 0.56% among 390,000 | AID 540317; further: potency means the concentration at half of the fitted maximal effect; nearly all actives have a fitted effect of over 70% in size; inactives centre near 23
#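 AlphaScreen: HP1-beta (50 nM) preformed 30 min with biotin-H3(1-18)K9me3 peptide (50 nM) in PBS pH 7.4, 0.01% Tween-20. Compound added for 30 min at RT, then streptavidin donor/nickel chelate acceptor beads (10 ug/mL) for 30 min.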
# BAZ2B inh – blocks human BAZ2B; hit rate 4.4% among 360,000; Potency, µM (titrated, usually from 114 µM), without a hit: top-dose activity change, negative = inhibition, most hits filed as inhibitors; Q9UIF8; AlphaScreen BAZ2B-H3K14Ac peptide displacement; AID 504333; further: potency means the concentration at half of the fitted maximal effect; on the % scale 0 is the no-effect control and ±100 the full control effect; nearly all actives have a fitted effect of over 60% in size
#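 BAZ2B 50 nM plus b-H3(5-23)K14Ac 50 nM, PBS pH 7.4/0.01% Tween-20, 30 min RT; compound added (max 110 uM), 30 min RT; streptavidin donor/Ni-chelate acceptor beads 10 ug/mL final, 20 min dark; AlphaScreen read.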
# PI4K2A block – PI4K2A (human) kinase inhibition. purified PI4K2A, ADP-Glo luminescence, 1 h; hits give low values. AID 1346378. hit rate 0.13% among 420,000. activity change, negative = inhibition, % at 76.9 µM; in the data active means activity change below about -50%; inconclusive means mostly about -30% to -49%;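 further: -100% = wells without enzyme as full effect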
#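 Compounds are screened against recombinant PI4K2A using PI as substrate and ATP, the latter dispensed at 300 microM. Reactions run one hour at ambient temperature before ADP-Glo detection; full inhibition defined by wells lacking enzyme.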
# JMJD2A Tudor – blocks the human JMJD2A Tudor domain. O75164. AlphaScreen JMJD2A-Tudor / H3K4me3 peptide binding. Potency, µM (highest dose often 114 µM), without a hit: at the top dose activity change, negative = inhibition, actives largely listed as inhibitors. hit rate 4.4% among 390,000; further: potency means the concentration at half of the fitted maximal effect; on the % scale 0 is the no-effect control and ±100 the full control effect; nearly all actives have a fitted effect of over 50% in size
# GLS inhibitor – glutaminase GLS (human) inhibition; hit rate 0.21% among 410,000; GLS enzymatic activity, qHTS titration; O94925; Potency, µM (doses to about 45.5 µM), for inactives: at the highest dose activity change, negative = inhibition, usual class: inhibitors; further: potency means the concentration at half of the fitted maximal effect; on the % scale 0 is the no-effect control and ±100 the full control effect
#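 Glutamate formation by hKGA was monitored fluorometrically using coupled glutamate oxidase, HRP and Amplex Red. Substrate was added as 1 mM L-glutamine solution; incubation was 30 min at RT after an initial read.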
# ERG Ets-DNA blk – ERG Ets/DNA interaction inhibition. fluorescence polarization, His-ERG Ets domain / labelled DNA. hit rate 0.028% among 370,000. Potency, µM (doses to about 76.9 µM), without a hit: at the top dose FP activity, negative = inhibition, actives largely listed as inhibitors. P11308; active means well fitted inhibition curve with a large enough effect in the polarisation, with a control signal flat; inconclusive means small, poorly fitted or top-dose-only effect, or effect the other way, or a change in a side signal; inactive means no such curve, though single readings can be large or run the other way; the % refers to the polarisation;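 further: polarization taken with two DNA probes labelled with fluorescein and Texas red; potency means the concentration at half of the fitted maximal effect; % of control where 0% means no effect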
#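 His-tagged ERG Ets domain (1 uM in the protein solution; 300mM KCl, 50mM Tris-HCl, 1mM EDTA, 1mM DTT, pH 7.5) received compound, then a probe mix of 5 nM fluorescein-DNA and 100nM Texas-615-DNA. Fluorescence polarization was read for both dyes.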
# Pin1 inh – human Pin1 inhibition; Pin1 FP peptide displacement, HiFluor488, 10 min; AID 504891; Potency, µM (top dose mostly 115 µM), for the others: at the highest dose activity, negative = inhibition, hits mostly inhibitors; hit rate 0.009% among 390,000; active means well fitted inhibition curve with a large enough effect in the polarisation, with a control signal flat, not every such curve was filed as active; inconclusive means small, poorly fitted or top-dose-only effect, or effect the other way, or a change in a side signal; inactive means no such curve, though single readings can be large or run the other way; the % refers to the polarisation; further: potency means the concentration at half of the fitted maximal effect; on the % scale 0 is the no-effect control and ±100 the full control effect
# Tb PGK inh – blocks T. brucei phosphoglycerate kinase | P07378 | PGK/GAPDH coupled, Kinase-Glo luminescence, 60 min | Potency, µM (top dose mostly 57.5 µM), inactives show top-dose activity change, negative = inhibition, most hits filed as inhibitors | hit rate 0.043% among 380,000 | AID 602233; further: potency means the concentration at half of the fitted maximal effect; on the % scale 0 is the no-effect control and ±100 the full control effect; nearly all actives have a fitted effect of over 60% in size
#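 Recombinant glycosomal PGK reaction used 1,3-bisphosphoglycerate generated in-well by GAPDH (100nM final) in 100mM TEA pH 7.6, 5mM MgCl2, 0.01% Tween-20. After 60 minutes at room temperature, ATP was read by Kinase-Glo Plus luminescence end-point.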
# The depositor's hits bear a star; ? = inconclusive; . = no result given; [ ] = remark or other dose. Unless noted, the call rests on the fitted dose curve; in most records, active means well fitted curve in the direction sought with a large enough effect; inconclusive means small, poorly fitted or top-dose-only effect, or another doubt; inactive means no such curve, though single readings can be large; an effect the other way counts as inactive or inconclusive.
SMILES,G9a inh,HP1b chromo inh,BAZ2B inh,PI4K2A block,JMJD2A Tudor,GLS inhibitor,ERG Ets-DNA blk,Pin1 inh,Tb PGK inh
CSc1ccccc1OCc1cc(C(=O)NC(C)c2cnn(C)c2)no1 (centres undefined),31.0%,-1.8%,-15.1%,0.4,-18.6%,21.7%,9.9%,-1.8%,-8.3%
O=C1c2oc3ccccc3c(=O)c2C(c2cccc(Cl)c2)N1c1ccccn1 (centres undefined),-1.7%[59 µM],14.2%,-4.2%,-1.8,-13.4%,3.3%,2.6%,2.3%,8.9%
Cc1c(C(=O)/C=C/c2cccs2)oc2ccc(F)cc12,-35.3%[59 µM],32.5%,-11.0%,-0.2,-35.4%,-6.4%,8.7%,12.8%,-3.6%
CC(=O)Nc1ccc(N(C(=O)c2cnccn2)C(C(=O)NC2CCCCC2)c2ccc(F)cc2)cc1 (centres undefined),10.2%,-9.1%,-27.7%,-2.2,1.1%,0.6%,15.4%,2.1%,-7.4%
Nc1ccccc1SCC(=O)Nc1cccc2ccccc12,6.7%[0.501 µM],-0.2%,?,1.3,-17.8%,0.3%,-2.3%,-0.2%,-9.5%
COc1ccc(S(=O)(=O)N(C)c2ccc(C(=O)Nc3cccnc3)cc2)cc1,19.3%,38.1%,-18.8%,-3.5,-10.3%,4.0%,-4.8%,-6.2%,0.4%
Cc1ccc(NC(=O)C2CC2C)cc1S(=O)(=O)N1CCOCC1 (centres undefined),-10.3%[2.33 µM],14.6%,4.5%,0.7,-0.7%,2.2%,-11.0%,-1.5%,-0.5%
Cc1ccccc1NC(=O)C1(C)Cc2ccccc2C(=O)O1 (centres undefined),-48.4%[59 µM],56.0%[activator],-6.4%,-3.9,-2.0%,-0.7%,4.3%,0.6%,-3.7%
Cc1ccc(S(=O)(=O)N2CCCCC2)cc1C(=O)N1CCN(c2ccccn2)CC1,19.9%,33.8%,-11.3%,2.1,-3.5%,-9.2%,-7.4%,-1.0%,1.1%
O=C1Nc2ccccc2N(O)N1c1ccc(S(=O)(=O)N2CCCCCC2)cc1,0.8%[59 µM],34.1%,-1.1%,-4.0,-13.1%[57.1 µM],7.7%,0.5%,0.0%,-10.5%
O=C(Nc1ccc2c(c1)OCO2)C1CC(c2cccc(Br)c2)=NO1 (centres undefined),-2.1%[59 µM],34.3%[activator],-29.4%,4.6,-3.8%,25.9%,-5.3%,-4.6%,0.5%
c1ccc2c(c1)Cc1cc3ccccc3nc1-2,19.1%[2.33 µM],9.1%,-3.0%,-8.8,-6.3%,-5.4%,12.4%,-1.8%,-9.2%
CCN1C(=O)c2cccc3c(NC(=O)C(C)(C)C)ccc1c23,?,20.8%,3.1%,-1.7,-4.9%,4.3%,0.1%,2.5%,-2.9%
COc1ccc2cc(-c3ccsc3)ncc2c1,11.9%[0.501 µM],29.9%,6.1%,-2.7,-19.7%,-0.4%,-2.1%,2.4%,-4.7%
COCCCn1[nH]c2c3c(ccc2c1=O)C(=O)c1ccccc1C3=O,7.08µM*,-18.2%,?,-12.8,-32.3%,-12.9%,10.2%,0.9%,-5.8%
OCCN(Cc1ccccc1)Cc1ncccc1O,.,32.5%[activator],.,1.5,-9.1%,8.8%,-4.6%,1.4%,-5.8%
CCC(C)(C(=O)NC1CCCCC1)N(CC1CCCO1)C(=O)c1ccccn1 (centres undefined),-10.8%[12.7 µM],22.5%,5.4%,-2.2,-8.5%,-1.7%,-5.0%,0.0%,-6.6%
Cc1cccc(NC(=O)CSc2nccn2Cc2ccco2)c1,.,4.9%,?,0.2,-27.7%,9.6%,-0.9%,4.5%,-0.6%
Cc1ccc(C2N(c3ccccc3)C(=O)N3CCCN23)cc1 (centres undefined),3.1%,32.5%[activator],-16.0%,2.3,-6.9%,23.2%,-4.9%,5.3%,.
Cc1c(C(=O)NCc2ccccc2)oc2c1-c1[nH]ncc1CC2,?,35.7%,?,1.1,1.0%,-1.4%,-0.5%,-0.2%,-3.2%

# G9a inh, hit marks shown above.
SMILES,G9a inh,HP1b chromo inh,BAZ2B inh,PI4K2A block,JMJD2A Tudor,GLS inhibitor,ERG Ets-DNA blk,Pin1 inh,Tb PGK inh
COCCCn1[nH]c2c3c(ccc2c1=O)C(=O)c1ccccc1C3=O,7.08µM*,-18.2%,?,-12.8,-32.3%,-12.9%,10.2%,0.9%,-5.8%

# (list continues)
SMILES,G9a inh,HP1b chromo inh,BAZ2B inh,PI4K2A block,JMJD2A Tudor,GLS inhibitor,ERG Ets-DNA blk,Pin1 inh,Tb PGK inh
OCCNC(=S)Nc1ccc(Oc2ccccc2)cc1,39.8%[activator][12.7 µM],15.4%,-22.0%,-4.1,-20.1%,15.2%,6.8%,-5.4%,-3.4%
O=C(Cc1c[nH]c2ccccc12)Nc1nnc(C2CC2)s1,-32.0%,4.2%,-24.2%,1.2,-21.0%,14.9%,6.9%,12.9%,-4.2%
O=C(c1ccc2c(c1)OCCO2)C1CCN(C(=O)Nc2ccccc2F)CC1,-16.5%,-4.6%,-29.6%,-2.3,-9.6%,1.9%,-2.4%,15.1%,-7.9%
O=C(O)CCCCCCCCCCCc1ccccc1,52.5%[activator],30.7%,?,-1.1,-15.0%,7.6%,-8.5%,4.8%,1.9%

# By substructure, those above with a halogen.
SMILES,G9a inh,HP1b chromo inh,BAZ2B inh,PI4K2A block,JMJD2A Tudor,GLS inhibitor,ERG Ets-DNA blk,Pin1 inh,Tb PGK inh
O=C1c2oc3ccccc3c(=O)c2C(c2cccc(Cl)c2)N1c1ccccn1 (centres undefined),-1.7%[59 µM],14.2%,-4.2%,-1.8,-13.4%,3.3%,2.6%,2.3%,8.9%
Cc1c(C(=O)/C=C/c2cccs2)oc2ccc(F)cc12,-35.3%[59 µM],32.5%,-11.0%,-0.2,-35.4%,-6.4%,8.7%,12.8%,-3.6%
CC(=O)Nc1ccc(N(C(=O)c2cnccn2)C(C(=O)NC2CCCCC2)c2ccc(F)cc2)cc1 (centres undefined),10.2%,-9.1%,-27.7%,-2.2,1.1%,0.6%,15.4%,2.1%,-7.4%
O=C(Nc1ccc2c(c1)OCO2)C1CC(c2cccc(Br)c2)=NO1 (centres undefined),-2.1%[59 µM],34.3%[activator],-29.4%,4.6,-3.8%,25.9%,-5.3%,-4.6%,0.5%
O=C(c1ccc2c(c1)OCCO2)C1CCN(C(=O)Nc2ccccc2F)CC1,-16.5%,-4.6%,-29.6%,-2.3,-9.6%,1.9%,-2.4%,15.1%,-7.9%
